# Compound activity from PubChem.
# S100A4 inh HTS: inhibitors of human S100A4 binding to myosin IIA peptide; P26447; S100A4/TAMRA-MyoIIA peptide fluorescence polarization; inhibition, % at 10.7 µM; 0.14% of 360,000 active; AID 652163;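 active = mean inhibition of at least 70% across replicates, with every replicate also reaching that level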
# Target sequence (P26447 whole entry, looked up): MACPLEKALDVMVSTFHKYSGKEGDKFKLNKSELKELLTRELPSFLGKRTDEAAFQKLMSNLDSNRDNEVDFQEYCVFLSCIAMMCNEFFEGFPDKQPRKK
#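 Material: S100A4 monomer (human). Medium: Calcium-containing HEPES buffer, pH 7.2. Probe or stimulus: labelled myosin peptide probe, 5 nM. Compound dosing: one concentration per compound. Timing: polarization read 5 min after assay mix addition, stable 5–60 min. Benchmarks: DMSO as neutral control, TFP as positive control.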
# PGC1a acetyl inh: PGC1a acetylation modulation, inhibitor mode | U2OS PGC1a acetylation, AlphaScreen anti-acetyl-lysine; with virally co-expressed GCN5 acetyltransferase | 0.17% of 350,000 active | inhibition, % at 15.6 µM;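 active = every replicate shows inhibition of at least 40%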;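 note: 0% = neutral control wells and 100% = positive control wells; some results beyond the cut were filed as inactive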
# Statin myotox sup: suppressors of simvastatin-induced myotoxicity in C2C12 myotubes | 0.78% of 330,000 active | ATP luminescence, 48 h; scaled: DMSO 0, geranylgeraniol control 100 | rescue of ATP level, % at 7.49 µM;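 active = mean ATP rescue above about 67%, or every replicate alone reaching that limit, limit read from the data, passing the limit was not always enough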;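 note: myotubes were challenged with 10 µM simvastatin during compound exposure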
# LGR2 inh: Drosophila LGR2 receptor signaling inhibition | HEK293 LGR2, CRE-luciferase, bursicon-stimulated, 4 h | inhibition, % at 9.99 µM | 0.35% of 380,000 active | AID 720647;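 active = drop in luminescence signal, shown as inhibition above about 50% in the replicate tests, limit read from the data, passing the limit was not always enough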;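 note: agonist challenge used bursicon conditioned medium at about half maximal strength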
# ERAP1 inh: blocks human ERAP1 aminopeptidase activity; Q9NZ08; recombinant ERAP1, Leu-AMC fluorescence, 60 min; inhibition, % at 10.7 µM; 0.15% of 340,000 active; AID 652197;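 active = mean replicate inhibition of at least 30%, or all replicates individually reaching that 30% level; inactive = mean below 30% and not every replicate reaching it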;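 note: 0% = neutral control wells and 100% = L-leucinethiol positive control wells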
# Cneo AK release: causes C. neoformans cell lysis | 0.2% of 360,000 active | lysis activity, % at 15 µM | adenylate kinase release luminescence, 4 h; normalised: neutral wells 0, clomiphene wells 100 | AID 651654;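 active = mean lysis activity across replicates of at least 80%, whatever share of replicates individually reach that level; inactive = mean lysis activity below 80%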
#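 Material: C. neoformans cells; Schedule: 4 h static compound exposure, 37 °C, read 1 h post-reagent; Measured by: adenylate kinase release luminescence; Read-out: signal increase indicating cell lysis; Controls: Clomiphene as positive lysis control.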
# XiGFP reactiv: X-chromosome reactivation activator. XiGFP mouse fibroblasts, % GFP-positive cells imaging, 3 d; cells co-treated with 5-aza-dC sensitizer; scaled so ellipticine positive control = 100%. activation, % at 7.58 µM. 0.055% of 360,000 active. AID 743238;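 active = mean normalized replicate activation at least 10% and every replicate at or above 10%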;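 note: 0% = median of on-plate neutral control wells and 100% = ellipticine 6 µM median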
#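 Material: XiGFP fibroblasts, SV40-immortalized; Buffer or medium: DMEM containing 5-aza-dC; Compound dosing: single point; Times: 3 days compound exposure.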
# SIRT5 inh: sirtuin-5 (human) deacylase inhibition; Purified SirT5, succinyl-peptide AMC, trypsin-coupled fluorescence; Q9NXA8; AID 652115; inhibition, % at 15 µM; 1.1% of 330,000 active; in the data active = inhibition above about 15%
# Target sequence (Q9NXA8 whole entry, looked up): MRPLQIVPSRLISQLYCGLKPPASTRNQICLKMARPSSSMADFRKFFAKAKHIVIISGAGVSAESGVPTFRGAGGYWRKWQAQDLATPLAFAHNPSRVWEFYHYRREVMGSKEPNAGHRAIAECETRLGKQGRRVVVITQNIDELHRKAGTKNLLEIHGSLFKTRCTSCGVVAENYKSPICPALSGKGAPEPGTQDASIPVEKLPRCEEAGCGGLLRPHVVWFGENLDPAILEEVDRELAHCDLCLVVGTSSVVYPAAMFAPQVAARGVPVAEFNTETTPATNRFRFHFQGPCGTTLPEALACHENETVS
# The depositor's hits bear a star; nt = no result given; & = joins results of further samples. An excerpt (hit frequency here may not be typical).
SMILES,S100A4 inh HTS,PGC1a acetyl inh,Statin myotox sup,LGR2 inh,ERAP1 inh,Cneo AK release,XiGFP reactiv,SIRT5 inh
[N-]=[N+]=NC[C@H](Cc1ccccc1)N1CC[C@@H](OCc2ccccc2)CCC1=O,8,nt,0,nt,-10,3,0.1,nt
O=[N+]([O-])c1ccc(N/N=C/c2ccccc2)cc1,-1,3,nt,-58,nt,-4,0.2,0
C[C@@H]1CN([C@H](C)CO)C(=O)Cc2cc(NS(=O)(=O)c3ccccc3)ccc2O[C@@H]1CN(C)C,-3,-4,-1,3,-1,2,0.0,1
N/C(Cc1ccccc1Sc1ccccc1)=N\O,-2,-6,5,11,1,-1,0.8,0
CCOc1ccc(NC(=O)c2ccc3c(c2)N(Cc2ccc(F)cc2)C(=O)CS3=O)cc1 (configuration not stated),0,nt,21,-4,-2,-1,0.0,1
COc1ccccc1N1CCN(/N=C/C=C\c2ccccc2[N+](=O)[O-])CC1,0,nt,nt,6,-2,nt,0.1,2
CCCc1cc(=O)oc2c3c(cc(OCC(=O)NCc4ccncc4)c12)OC(C)(C)CC3,8,-12,-13,nt,nt,-3,nt,nt
CC(C)CCNC(=O)c1cc(S(=O)(=O)N2CCc3ccccc32)cn1C,-1,1,15,-7,4,-4,-0.1,-3
COc1ccc2c3c([nH]c2c1)[C@H](CO)N(Cc1cccnc1)CC31CN(C(=O)CN(C)C)C1,-6,1,nt,-16,-1,nt,0.3,0
COc1ccc(NC(=S)N(CCCN2CCOCC2)Cc2cn(C)c3ccccc23)cc1,-7,nt,nt,1,0,nt,0.0,-4
CCCCN(C=O)c1c(CC)nc2ccc(C(=O)N(C)Cc3ccccc3)cn12,6,-4,-6,-2,11,-1,0.1,nt
C/C(=N\NC(=O)c1cc(C)nc2ccc(C)cc12)c1ccncc1,-8,nt,nt,-19,0,-1,0.2,1

# Sorted by count of non-hydrogen atoms (low to high): some entries from above.
SMILES,S100A4 inh HTS,PGC1a acetyl inh,Statin myotox sup,LGR2 inh,ERAP1 inh,Cneo AK release,XiGFP reactiv,SIRT5 inh
CC(C)CCNC(=O)c1cc(S(=O)(=O)N2CCc3ccccc32)cn1C,-1,1,15,-7,4,-4,-0.1,-3
[N-]=[N+]=NC[C@H](Cc1ccccc1)N1CC[C@@H](OCc2ccccc2)CCC1=O,8,nt,0,nt,-10,3,0.1,nt
CCOc1ccc(NC(=O)c2ccc3c(c2)N(Cc2ccc(F)cc2)C(=O)CS3=O)cc1 (configuration not stated),0,nt,21,-4,-2,-1,0.0,1

# Going on with the list:
SMILES,S100A4 inh HTS,PGC1a acetyl inh,Statin myotox sup,LGR2 inh,ERAP1 inh,Cneo AK release,XiGFP reactiv,SIRT5 inh
CC(C)(C)CC(=O)Nc1cc2c3c(c1)CCC(=O)N3CCC2,-4,nt,3,2,-2,1,0.0,-1
CCc1ccc(-n2c(SCC(=O)N3CCC(C(=O)O)CC3)nnc2-c2ccncc2)cc1,-2,11,17,-19,-1,3,0.0,-1
COc1ccc(NS(=O)(=O)c2cccc(C(=O)NCCc3ccc(S(N)(=O)=O)cc3)c2)cc1,1,10,-6,-8,-7,4,0.0,-2
CC(Oc1ccc(Cl)cc1)C(=O)Nc1ccc(S(=O)(=O)Nc2nccs2)cc1 (configuration not stated),1,24,-3,20,2,2,0.3,-3
O=C(C=Cc1ccccc1O)c1ccccc1O,1,-6,3,-43,-2,-16,-0.1,-6
CN1CCN(C(=O)c2ccc(-c3cnc4cccnn34)cc2)CC1,-9,3,-7,10,5,1,0.2,-30
CCOc1ccc(-c2nc(C#N)c(N3CCN(Cc4ccccc4)CC3)o2)cc1,2,7,2,-22,8,0,0.1,1
Cc1ccc2c(=O)n3c(nc2c1)C(Cc1ccccc1)NC(=O)c1cccnc1-3 (configuration not stated),-22,nt,0,5,-3,1,0.2,-4
CCN(CC)c1ccc(S(=O)(=O)N2CCOCC2)cc1NC(=O)CSc1cccc[n+]1[O-],-4,2,nt,13,1,3,0.0,nt
COc1ccccc1CNC(=O)COC(=O)CC1CC2CCC1C2 (configuration not stated),2,nt,6,-6,1,-2,0.0,-1
CCOCCCN1CN(Cc2ccco2)CNC1=S,2,-7,nt,-31,2,nt,0.3,-4
O=C(N[C@H]1C=C[C@H](CC(=O)N2CCOCC2)O[C@H]1CO)c1ccc2c(c1)OCO2,2,6,-6,-2,-1,-4,-0.2,-3
O=C(C[C@H]1C=C[C@@H](NC(=O)c2ccncc2)[C@@H](CO)O1)NCC1CC1,9&-7,-2,-10,-28&3,-3,-2,0.4&0.0,-2&-6
Cc1cc(NC(=O)COC(=O)c2c(C)c(C)c(C)c(C)c2C)no1,1,3,-5,8,-2,0,0.0,-1
CC1CCC(NC(=O)CCn2ccc3cc(S(=O)(=O)N4CCCC4)ccc32)CC1 (configuration not stated),-4,-14,-13,-1,0,-10,0.1,0
Cn1c(=O)[nH]c(=O)c2c1nc(SCCO)n2CC(O)COc1ccccc1 (configuration not stated),-2,12,nt,-28,-3,nt,0.0,-3
C[C@@H]1CN([C@@H](C)CO)S(=O)(=O)c2ccc(C#Cc3ccncc3)cc2O[C@@H]1CN(C)C(=O)C1CCC1,-20,-10,2,19,1,1,1.6,0
CC(=O)Nc1ccc(NC(=O)C(C)OC(=O)CCN=C2NS(=O)(=O)c3ccccc32)cc1 (configuration not stated),-1,-2,-2,0,-1,0,0.2,0
COc1ccccc1OCC(=O)Nc1ccc2c(c1)OCCO2,-6,-2,6,-26,-1,nt,0.0,-2
Cc1cccc(OCC(=O)NNC(=O)c2cccs2)c1,5,8,nt,-4,-3,nt,0.0,-2
COc1ccc(CN(C)C[C@H]2Oc3c(NS(=O)(=O)c4ccc(OC)cc4)cccc3C(=O)N([C@@H](C)CO)C[C@H]2C)cc1,-1,1,-8,-7,0,2,-0.9,-3
COc1cc(OC)cc(-c2n[nH]c(=S)n2-c2ccc3c(c2)OCCO3)c1,-11,nt,nt,2,3,nt,0.2,-8
Cc1ccc(NC(=O)CCC(=O)NNC(=O)COc2ccccc2)c(C)c1,-6,nt,nt,nt,1,nt,0.0,3
CCc1cccc(NC(=O)C2CCCN2S(=O)(=O)c2ccccc2C(F)(F)F)c1 (configuration not stated),-4,nt,-21,-7,3,1,0.0,2
COCCNC(=O)[C@@H]1[C@@H](CO)[C@@H]2Cn3c(ccc(-c4ccccc4F)c3=O)[C@H]1N2S(C)(=O)=O,-1,nt,-22,-5,1,3,0.4,-12
Cc1cc(OCC(O)CN(C)C(=O)C(C)Oc2ccccc2)ccc1Cl (configuration not stated),0,-6,14,10,-2,-6,0.1,-3
CCCNc1c(NC(=O)c2ccc3c(c2)OCO3)c(=O)oc2ccccc12,-1,-1,14,-6,4,1,0.0,1
CN1CCCCC(NC(=O)C2CCCCC2)C1=O (configuration not stated),-18,nt,nt,5,-3,nt,0.3,nt
COc1cccc(-c2ccc3c(c2)O[C@@H](CN(C)Cc2ccncc2)[C@H](C)CN([C@@H](C)CO)S3(=O)=O)c1,-6,12,-58,-48,0,4,-0.7,7
COc1cc2c(cc1OC)CN(C(=O)CN1C(=O)NC3(CCC(C)CC3)C1=O)CC2 (configuration not stated),2,2,0,3,16,-2,-0.2,-2
COc1nccnc1NS(=O)(=O)c1ccc(NC(=S)NC(=O)c2ccc(F)cc2)cc1,nt,6,-8,-3,nt,1,5.7,nt
CCCOP(=O)(OCCC)C(Nc1ccc(C(=O)O)cc1)c1ccccc1 (configuration not stated),0,-2,nt,-8,7,nt,0.3,13
COc1ccc(CNc2nc(C)cc(C)c2C#N)cc1,2,7,-3,-9,-3,0,0.0,-3
O=C(NC(=S)Nc1cccnc1)c1ccccc1,2,4,1,-29,-4,0,0.3,nt
N#Cc1ccc(C(=O)Nc2cc(-c3ccc(F)cc3)nn2-c2ccccc2)cc1,-10,5,7,-6,5,0,0.0,-1
C[C@H]1CN([C@@H](C)CO)C(=O)Cc2cc(NS(=O)(=O)c3ccc(Cl)cc3)ccc2O[C@@H]1CN(C)S(=O)(=O)c1ccccc1,-2,-22,63,7,5,-2,0.0,1
CCCN(CC1CCCO1)C(=O)CCc1nnc(CCc2ccc(OC)cc2)o1 (configuration not stated),-3,2,10,-1,0,1,0.0,-1
Cc1cc(/C=C/C(=O)O)c(C)n1-c1ccc(Cl)cc1,-9,nt,nt,nt,6,nt,-0.1,1
COc1ccc(-c2cnc3c(c2)C(=O)N([C@H](C)CO)C[C@H](C)[C@H](CN(C)C(=O)Cc2ccccn2)O3)cc1,2,-8,-4,-9,-2,6,-1.2,-2
COc1ccc(C2=NN(CC(=O)NCC(OC)OC)C(=O)CC2)cc1,-17,1,5,-2,-10,-1,0.0,-5
CC1(C(=O)Nc2ccc3c(c2)OCO3)CCN1C(=O)Cc1cccs1 (configuration not stated),-4,21,4,-40,-2,0,0.1,4
O=C(Nc1nccs1)C1CC(=O)N(c2ccc(F)cc2)C1 (configuration not stated),-6,nt,5,4,1,nt,0.2,-6
O=c1[nH]cc(C(F)(F)F)cc1NS(=O)(=O)c1ccccc1[N+](=O)[O-],-8,27,nt,-4,0,nt,0.1,nt
CSCCC1NC(=O)N(CC(=O)Nc2ccc3c(c2)OCCO3)C1=O (configuration not stated),-6,nt,-1,-2,-1,1,-0.1,-4
O=C1CN(S(=O)(=O)c2ccccc2)CCN1,34,11,-5,6,2,nt,0.1,-6
O=C(NCc1ccncc1)C1CCN(C(=O)c2cccc(Cl)c2)CC1,-4,-7,12,-2,0,-1,-0.1,-4
Cc1occc1C(=O)NNC(=O)CN1C(=O)NC(C)(c2ccccc2)C1=O (configuration not stated),-2,2,12,-6,-2,1,0.1,-2
O=C(NCc1ccncn1)[C@H]1[C@H](CO)[C@H]2Cn3c(ccc(-c4cccc(F)c4)c3=O)[C@H]2N1CC1CC1,-1,nt,5,-3,0,-1,0.0,1
CCc1noc(C)c1C(=O)OCC(=O)NCCc1ccc(OC)cc1,37,nt,21,9,3,0,0.1,-4
O=C1C(=O)N(Cc2cccc([N+](=O)[O-])c2)c2ccccc21,7,nt,nt,19,0,nt,0.9,-4
Cc1ccc([C@H]2C[C@@H](O)[C@H](n3cc(-c4ccc(F)cc4)nn3)CN2C(=O)C2CCCCC2)cc1,1,-2,6,25,10,-3,0.0,0
Cc1onc(-c2c(F)cccc2Cl)c1C(=O)Nc1nnc(C(F)(F)F)s1,-4,nt,-96,11,1,2,-0.1,2
CCNC(=O)C[C@@H]1CC[C@H]2[C@H](COc3ccc(NC(=O)Nc4ccccc4OC)cc3C(=O)N2C)O1,7,-1,-15,3,-2,-1,0.3,5
Cc1ccc(C)c(NC(=S)N(Cc2ccc(Cl)cc2)Cc2ccc(C(=O)O)cc2)c1,6,-15,15,-3,1,-2,0.0,-7
O=c1c([N+](=O)[O-])cn(Cc2ccccc2)c(=O)n1Cc1ccccc1,0,16,7,25,3,0,0.0,-4

# Just LGR2 inh, Statin myotox sup and ERAP1 inh, for 7 of the compounds above:
Structure,LGR2 inh,Statin myotox sup,ERAP1 inh
CCc1noc(C)c1C(=O)OCC(=O)NCCc1ccc(OC)cc1,9,21,3
O=C1C(=O)N(Cc2cccc([N+](=O)[O-])c2)c2ccccc21,19,nt,0
Cc1ccc([C@H]2C[C@@H](O)[C@H](n3cc(-c4ccc(F)cc4)nn3)CN2C(=O)C2CCCCC2)cc1,25,6,10
Cc1onc(-c2c(F)cccc2Cl)c1C(=O)Nc1nnc(C(F)(F)F)s1,11,-96,1
CCNC(=O)C[C@@H]1CC[C@H]2[C@H](COc3ccc(NC(=O)Nc4ccccc4OC)cc3C(=O)N2C)O1,3,-15,-2
Cc1ccc(C)c(NC(=S)N(Cc2ccc(Cl)cc2)Cc2ccc(C(=O)O)cc2)c1,-3,15,1
O=c1c([N+](=O)[O-])cn(Cc2ccccc2)c(=O)n1Cc1ccccc1,25,7,3
